High-throughput results: PubChem, Sanford-Burnham Center for Chemical Genomics
AID2073: disruptors of CaV2.2 binding to Mint1 – biochemical, HTRF (AID 2073). HTRF protein-protein interaction, Mint1-CaV2.2; higher % means a stronger effect. one-dose inhibition, % at 20 µM; IC50 in µM for titrated hits. 290,000 compounds, 0.19% hits; in the data active = inhibition mostly above about 51%, no sharp cut-off; inconclusive = no clear call, values can overlap the other calls; inactive = mostly below about 53%; also: some results filed as inactive read as strong as hits
GPR55 antagonists: GPR55 antagonists blocking LPI-driven arrestin recruitment, primary screen, imaging, U2OS, beta-arrestin-GFP, LPI agonist (AID 2013). 290,000 compounds, 0.13% hits. U2OS GPR55 beta-arrestin-GFP translocation imaging, LPI antagonism; higher % means a stronger effect. one-dose inhibition, % at 10 µM; IC50 in µM for titrated hits;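 active = spots per cell inhibited over 60%, with over 100 cells counted and total cytoplasm intensity under 500,000; inconclusive = wells with under 100 cells, flagged as likely toxic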;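 also: U2OS cells stably carrying GPR55 and arrestin-GFP stimulated by 5 µM LPI near EC80; imaged beta-arrestin-GFP aggregate spots per cell after agonist stimulation; plate controls were LPI-stimulated DMSO wells for no effect and DMSO wells without LPI for full effect; some results filed as inactive read as strong as hits; confirmed hits need IC50 under 10 µM and bright autofluorescent wells are also inconclusive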
GPR55 beta-arrestin: GPR55 agonists via beta-arrestin recruitment, primary screen, imaging, U2OS cells, beta-arrestin-GFP redistribution (AID 1961) | U2OS GPR55 beta-arrestin-GFP redistribution imaging; higher % means a stronger effect | activation, % at 10 µM, or EC50 in µM where a hit was titrated | 290,000 compounds, 0.048% hits;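 active = activation above 40% with more than 50 cells counted in the well; inconclusive = wells holding fewer than 50 cells, flagged as toxic or sparse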;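 also: U2OS osteosarcoma cells stably expressing GPR55 and beta-arrestin-GFP; plate controls were DMSO negative control for no effect and LPI positive control for full effect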
NOD1 NF-kB reporter: inhibition of NOD1-driven NF-kB reporter – cell-based, luminescence, uHTS, primary screen (AID 1578); NOD1-driven NF-kB luciferase reporter cells, luminescence; higher % means a stronger effect; inhibition, % at 4 µM, or EC50 in µM where a hit was titrated; 290,000 compounds, 1% hits; in the data active = inhibition mostly above about 36%, no sharp cut-off; inactive = mostly below about 34%;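 also: HEK-293T reporter cells stimulated with the NOD1 agonist gamma-tri-DAP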
GPR35 arrestin U2OS: GPR35 antagonists blocking zaprinast-driven arrestin recruitment, primary screen, imaging, U2OS, beta-arrestin-GFP, zaprinast agonist (AID 2058) | U2OS GPR35 beta-arrestin-GFP translocation imaging, zaprinast antagonism; higher % means a stronger effect | one-dose inhibition, % at 10 µM; IC50 in µM for titrated hits | 290,000 compounds, 0.052% hits;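 active = inhibition of at least 50% with at least 30 cells and total cytoplasm GFP at most 10,000,000; inconclusive = under 30 cells or total GFP of 10,000,000 plus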
KOR beta-arrestin-1: KOR agonists, beta-arrestin recruitment, primary screen, cell-based, luminescence, uHTS (AID 1777) | KOR beta-arrestin recruitment, luminescence; higher % means a stronger effect | 280,000 compounds, 0.02% hits | activation, % at 10 µM; hits with a dose series show EC50 in µM; in the data active = activation above about 50%, passing the limit was not always enough; also: a part of the inactive calls stands beside numbers as strong as those of hits
KOR beta-arrestin-2: KOR antagonists, beta-arrestin recruitment, cell-based, luminescence, uHTS (AID 1778); KOR beta-arrestin recruitment, luminescence, antagonist mode; higher % means a stronger effect; one-dose inhibition, % at 10 µM; IC50 in µM for titrated hits; 290,000 compounds, 0.091% hits; in the data active = inhibition above about 50%; also: strong numbers were not always called active
SIAH1 antagonists: Siah-1 peptide-binding antagonists, primary screen, biochemical, fluorescence polarization, rhodamine-plectin, uHTS (AID 1817); Siah-1 / rhodamine-plectin peptide fluorescence polarization; higher % means a stronger effect; one-dose displacement, % at 20 µM; IC50 in µM for titrated hits; 290,000 compounds, 0.02% hits;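 active = displacement of at least 50% at 20 µM, with a fluorescence ratio check between 0.3 and a set limit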;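 also: plate controls were Siah plus tracer with DMSO for no effect and tracer alone without Siah for full effect; strong numbers were not always called active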
HIV fusion peptide: cell-free HIV fusion peptide-binding blockers – biochemical, uHTS, fluorescence dequenching, primary screen (AID 1986). cell-free peptide binding, fluorescence dequenching, 30 min; higher % means a stronger effect. inhibition, % at 20 µM, or IC50 in µM where a hit was titrated. 290,000 compounds, 0.3% hits; in the data active = inhibition mostly above about 52%, no sharp cut-off; inactive = mostly below about 76%; also: some results filed as inactive read as strong as hits
Active calls of the source: *; ? = inconclusive; nt = no result given; [ ] = remark or other dose. The list is partial; rates above refer to the full screens.

SMILES	AID2073	GPR55 antagonists	GPR55 beta-arrestin	NOD1 NF-kB reporter	GPR35 arrestin U2OS	KOR beta-arrestin-1	KOR beta-arrestin-2	SIAH1 antagonists	HIV fusion peptide
O=C(C1=C[C@@H](c2ccc3c(c2)OCO3)C[C@@H](OCCCCO)O1)N1CCN(Cc2ccc3c(c2)OCO3)CC1	11.5%	-7.6%	-0.2%	0.5%	-15.9%	-2.0%	6.9%	4.3%	-2.5%
CC1CCN(C(=O)CCc2nnc3ccc(N4CCC5(CC4)OCCO5)nn23)CC1	1.1%	-3.4%	-0.2%	-4.5%	6.9%	3.1%	-31.3%	-2.7%	-0.4%
O=C1C(NS(=O)(=O)c2cccs2)=C(N2CCN(c3cccc(C(F)(F)F)c3)CC2)C(=O)c2ccccc21	5.7%	-0.3%	0.3%	-3.7%	-7.1%	7.3%	-7.2%	6.6%	14.2%
Cc1cnc(C)c(N2CCC(C(=O)NCc3cccs3)CC2)n1	-3.9%	-6.6%	0.3%	10.4%	-3.3%	1.4%	22.9%	1.9%	-2.0%
Cc1nn(CCCC(=O)Nc2cc(Oc3ccc(F)cc3)cc([N+](=O)[O-])c2)c(C)c1[N+](=O)[O-]	4.4%	7.6%	1.4%	-8.0%	-16.7%	-4.5%	9.9%	-7.4%	-2.5%
Cc1cc(Cl)ccc1OCCCC(=O)NCc1ccccn1	0.8%	14.1%	-0.6%	-7.2%	-4.5%	-1.3%	-24.5%	4.0%	1.9%
COc1ccccc1NC(=O)CC(NCc1ccccc1)C(=O)O (configuration not stated)	14.7%	5.5%	-0.3%	-2.6%	2.7%	1.0%	-60.7%	-2.8%	1.7%
Cc1ccc2[nH]c(=O)c(C(c3nnnn3CC3CCCO3)N3CCc4ccccc4C3)cc2c1 (configuration not stated)	26.5%	15.5%	-0.1%	-39.6%	3.9%	4.0%	0.1%	4.0%	2.8%
COc1cc(NC(=O)c2cccs2)c(OC)cc1NC(=O)CCC(=O)Nc1ccc(C)cc1	1.1%	9.7%	-0.1%	-7.6%	-3.3%	-1.7%	31.2%	3.0%	0.3%
CCC(C)(C)NC(=O)C(c1ccc(F)cc1)N(Cc1ccc(OC)cc1)C(=O)c1cnccn1 (configuration not stated)	-0.4%	9.8%	-0.2%	-40.8%	7.1%	-1.5%	-9.1%	6.1%	-1.5%
CCOc1ccc(NC(=S)c2ccncc2)cc1	-21.2%	-3.5%	-0.8%	29.2%	-11.0%	6.0%	-37.0%	1.3%	-1.3%
CC(C)CN1C(=O)/C(=C/c2c(N3CCc4ccccc4C3)nc3ccccn3c2=O)SC1=S	12.2%	19.7%	17.9%	-0.9%	14.8%	0.7%	11.3%	12.7%	28.1%
Cc1cc(Cl)ccc1OCCCC(=O)NN	7.4%	11.9%	-0.3%	-29.4%	17.2%	-12.1%	-31.6%	6.5%	-1.8%
CC(=O)Nc1cccc(NC(=O)CS(=O)(=O)c2cn(CC(=O)N(C(C)C)C(C)C)c3ccccc23)c1	-0.3%	11.4%	-0.1%	-12.1%	-9.0%	3.7%	-26.2%	7.0%	0.7%
CCC(Oc1ccccc1)C(=O)Nc1ccsc1C(=O)OC (configuration not stated)	3.3%	1.5%	0.1%	1.7%	-4.7%	4.5%	16.5%	-9.6%	-1.6%
N#C/C(=C\c1ccc2c(c1)OCCO2)C(=O)Nc1ccc(C(=O)O)cc1	0.1%	-2.0%	-0.1%	1.3%	-2.5%	-2.2%	-4.9%	-2.4%	-0.9%
CC(=O)c1c(N2CCN(c3ccc(F)cc3)CC2)nc(=S)n(Cc2ccccc2)c1C	?	6.3%	-0.1%	-4.7%	-1.4%	2.3%	-27.7%	-1.1%	8.7%
Cc1cccc(C)c1NC(=O)C1(N(Cc2ccco2)C(=O)CC2NC(=O)NC2=O)CCCC1 (configuration not stated)	1.8%	14.5%	-0.1%	-11.9%	23.0%	-1.9%	-0.6%	2.2%	-1.1%
CSc1ncccc1C(=O)NCCc1ccccc1F	?	-6.7%	-0.2%	-7.5%	0.0%	-3.2%	-11.6%	5.1%	-0.5%
Cc1ccc(OCCNC(=O)c2cc(-n3cnnc3)ccc2Cl)cc1C	-6.3%	2.3%	-0.1%	23.5%	-9.3%	6.0%	-61.7%	-2.3%	1.0%
O=C(NCc1cccnc1)c1ccc(NS(=O)(=O)c2ccc(F)cc2)cc1	5.6%	14.4%	-0.1%	-30.0%	-3.6%	-4.0%	-4.0%	6.9%	0.8%
Cc1c(Br)c(-c2n[nH]c(=S)n2Cc2ccco2)nn1C	-18.2%	8.9%	-0.2%	-7.0%	-1.3%	-3.2%	7.8%	-9.3%	-0.8%
CCN(CC)CCCNC(=O)c1cc2c(-c3cccc(OC)c3)nn(C)c2s1	17.8%	6.7%	-0.1%	-9.2%	-4.6%	-1.8%	-8.1%	-0.3%	1.4%
Cc1cccc(NC(=O)c2cc(NC(=O)C3CCCCC3C(=O)O)ccc2N2CCCCC2)c1 (configuration not stated)	18.4%	52.1%	0.3%	-19.3%	-20.0%	-0.8%	-25.2%	1.0%	14.1%
O=C(NCCN1CCN(c2ccccc2)CC1)C1CCN(S(=O)(=O)N2CCOCC2)CC1	23.7%	5.4%	0.3%	9.9%	17.1%	-2.6%	6.5%	-0.4%	0.1%
CC(C)(C)NC(=O)CN1CCN(C(=O)CCl)CC1	-0.6%	9.9%	-0.4%	-9.4%	-0.8%	6.5%	-8.8%	16.2%	1.6%
COc1cc(C(=O)Nc2cccc(-c3nnc(-c4ccco4)o3)c2)ccc1OC(C)=O	4.4%	11.7%	-0.1%	-28.4%	1.8%	-2.4%	-77.8%[20 µM]	-2.3%	-1.1%
COc1ccc(-c2c(C(F)(F)F)nn(C)c2NC(=O)CSCC(=O)O)cc1	3.0%	1.3%	0.0%	3.7%	-11.3%	-1.6%	19.1%	0.8%	-1.0%
CCn1cc(C(=O)NCC(OC)OC)c(=O)c2cc(S(=O)(=O)N3CCCC3)ccc21	7.8%	20.8%	-0.1%	-16.6%	-9.7%	4.3%	-14.2%	3.3%	1.6%
COc1cc(C(=O)Nc2ccc(S(=O)(=O)NC(C)C)cc2)cc(OC)c1OC	2.8%	-15.7%	-0.1%	-28.9%	11.2%	-1.7%	2.7%	-0.3%	0.1%
Nc1cc(S(=O)(=O)N2CCCCC2)ccc1Oc1ccccc1	7.7%	1.8%	-0.3%	0.2%	4.0%	-1.6%	-2.9%	2.9%	-1.4%
CC(=O)c1c(COC(=O)c2ccc(C)cc2)nc2ccccc2[n+]1[O-]	2.0%	14.6%	-0.1%	-9.6%	13.5%	7.3%	-25.2%	-3.8%	-2.0%
Cc1c(NS(C)(=O)=O)c(=O)n(-c2ccccc2)n1C	1.5%	-3.8%	-0.1%	-50.3%	4.0%	-1.3%	-35.2%	0.9%	4.9%
COC(=O)c1c(N2C(=O)CC(Sc3ccccc3C(=O)O)C2=O)sc(C)c1C (configuration not stated)	17.6%	15.2%	-0.1%	14.1%	9.7%	nt	6.1%[20 µM]	-5.7%	6.0%
CCc1cc(=O)[nH]c(SCc2cccnc2)n1	-5.8%	-5.1%	0.2%	-20.0%	-5.1%	2.6%	-21.4%	3.0%	0.3%
CCc1ccc(NC(=O)COC(=O)C2(c3ccc(Cl)cc3)CCCC2)cc1	4.5%	-2.3%	-0.2%	-0.2%	27.1%	-0.5%	-13.8%	6.3%	2.6%
COc1ccccc1/C=N/NC(=O)COCC(=O)N/N=C/c1ccccc1OC	-1.7%	-3.2%	-0.6%	-14.1%	7.4%	5.9%	-3.6%	-4.1%	-2.4%
CC(=O)c1cn(CC(=O)Nc2ccccc2Cl)c2ccccc12	7.1%	-18.6%	-0.1%	24.1%	-6.1%	1.0%	-4.6%[20 µM]	0.1%	-0.3%
CCOC(=O)c1c(C2CC2)csc1NC(C)=O	-6.2%	-8.7%	-0.2%	1.5%	4.8%	-3.5%	8.2%	1.6%	-2.2%
COc1ccccc1[C@@H]1C(c2cccc(C)c2)=NN(c2ccccc2)[C@H]1C(=O)N1CCOC1=O	23.7%	-3.8%	-0.2%	nt	-18.8%	5.1%	-21.6%	-3.1%	-1.4%
O=C(NCCCc1ccccc1)c1cc(COc2ccc(F)cc2Cl)on1	3.6%	10.0%	-0.2%	-11.1%	-5.2%	-0.8%	-18.6%	4.1%	2.3%
Cc1cc(-n2c(C)cc(C(=O)CN3C(=O)NC4(CCCCC4)C3=O)c2C)no1	6.0%	9.6%	0.7%	-17.4%	3.9%	-0.8%	-8.0%	3.1%	1.0%
CCN1CCN(C(=O)c2c(-c3c(Cl)cccc3Cl)noc2C)CC1	3.6%	4.1%	-0.2%	-17.3%	-2.7%	-0.7%	-14.5%	-5.4%	-1.1%
COc1ccc(C2C3=C(CC(C)(C)CC3=O)Oc3ncn(CCO)c(=N)c32)cc1OC (configuration not stated)	-9.9%	10.5%	-0.2%	15.0%	0.6%	-6.3%	-34.7%	-1.7%	-0.8%
O=C(COC(=O)Cc1ccccc1F)Nc1cccc(F)c1	1.1%	-12.1%	-0.3%	-12.6%	6.9%	-1.9%	0.1%	-3.9%	-0.9%
COc1nnc(-c2ccc(C(=O)N3C[C@@H]4C[C@H](C3)c3cccc(=O)n3C4)cc2)c2ccccc12	-3.5%	10.3%	-0.1%	12.9%	3.6%	25.5%	1.9%	5.7%	-0.7%
CN1C(=O)C(CC(=O)Nc2ccc(F)cc2)N(Cc2ccco2)C1=S (configuration not stated)	-4.0%	2.5%	-0.1%	-20.2%	-4.6%	1.8%	-16.5%[20 µM]	1.3%	1.5%
COc1ccc2cc(C(c3nnnn3C(C)(C)C)N3CCc4ccccc4C3)c(=O)[nH]c2c1 (configuration not stated)	33.0%	21.7%	-0.2%	30.0%	-6.9%	0.9%	-0.8%	8.3%	3.2%
CC(C)c1cc[n+](-c2nc([O-])sc2C=O)cc1	-10.8%	0.2%	0.2%	-5.2%	18.7%	-0.1%	37.6%	3.1%	4.9%

Rewritten as labelled records: two of the compounds above.
Cc1cc(-n2c(C)cc(C(=O)CN3C(=O)NC4(CCCCC4)C3=O)c2C)no1
  AID2073: 6.0%
  GPR55 antagonists: 9.6%
  GPR55 beta-arrestin: 0.7%
  NOD1 NF-kB reporter: -17.4%
  GPR35 arrestin U2OS: 3.9%
  KOR beta-arrestin-1: -0.8%
  KOR beta-arrestin-2: -8.0%
  SIAH1 antagonists: 3.1%
  HIV fusion peptide: 1.0%
CCN1CCN(C(=O)c2c(-c3c(Cl)cccc3Cl)noc2C)CC1
  AID2073: 3.6%
  GPR55 antagonists: 4.1%
  GPR55 beta-arrestin: -0.2%
  NOD1 NF-kB reporter: -17.3%
  GPR35 arrestin U2OS: -2.7%
  KOR beta-arrestin-1: -0.7%
  KOR beta-arrestin-2: -14.5%
  SIAH1 antagonists: -5.4%
  HIV fusion peptide: -1.1%
